# Source: PubChem BioAssay
# Pin1 inh: human Pin1 inhibition; Q13526; Pin1 FP peptide displacement, HiFluor488, 10 min; Potency, µM (highest dose often 115 µM), without a hit: at the top dose activity, negative = inhibition, most hits filed as inhibitors; 390,000 tested, 0.009% active; AID 504891; active means well fitted inhibition curve with a large enough effect in the polarisation, with a control signal flat, not every such curve was filed as active; inconclusive means small, poorly fitted or top-dose-only effect, or effect the other way, or a change in a side signal; inactive means no such curve, though single readings can be large or run the other way; the % refers to the polarisation; further: on the % scale 0 is the no-effect control and ±100 the full control effect
# Target sequence (Q13526 whole entry, looked up): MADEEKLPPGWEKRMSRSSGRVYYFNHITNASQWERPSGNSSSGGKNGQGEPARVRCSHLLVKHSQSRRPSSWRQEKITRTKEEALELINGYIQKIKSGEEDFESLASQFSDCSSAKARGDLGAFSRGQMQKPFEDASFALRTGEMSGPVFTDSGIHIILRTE
# GLS inhibitor: inhibitors of human glutaminase (GLS); GLS enzymatic activity, qHTS titration; Potency, µM (titrated, usually from 45.5 µM), inactives show at the top dose activity change, negative = inhibition, usual class: inhibitors; 410,000 tested, 0.21% active; AID 624170; further: on the % scale 0 is the no-effect control and ±100 the full control effect
#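 hKGA in 45 mM KH2PO4 (pH 8.2), 0.02% Tween-20 with compound, then 1mM L-Glutamine (stock as added) plus glutamate oxidase/HRP/Amplex red coupling mix. Fluorescence read initially and after 30 min at RT; signal change reflects glutamate formation.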
# BAZ2B block: inhibitors of human BAZ2B bromodomain | 360,000 tested, 4.4% active | Potency, µM (series often up to 114 µM), without a hit: top-dose activity change, negative = inhibition, most hits filed as inhibitors | AID 504333 | Q9UIF8 | AlphaScreen BAZ2B-H3K14Ac peptide displacement; further: on the % scale 0 is the no-effect control and ±100 the full control effect; nearly all actives have a fitted effect of over 60% in size
#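 Complex of BAZ2B and biotin-H3K14Ac (50 nM apiece) forms over 30 min at RT, then faces library compounds up to 110 uM for another 30 min; AlphaScreen beads added, 20 min dark incubation, luminescence read.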
# JMJD2A Tudor: blocks the human JMJD2A Tudor domain; O75164; AlphaScreen JMJD2A-Tudor / H3K4me3 peptide binding; Potency, µM (doses to about 114 µM), for the others: at the highest dose activity change, negative = inhibition, most hits filed as inhibitors; 390,000 tested, 4.4% active; further: on the % scale 0 is the no-effect control and ±100 the full control effect; nearly all actives have a fitted effect of over 50% in size
# POLI inh: blocks human DNA polymerase iota activity; Q9UNA4; Pol iota fluorescent replication assay, 10 min; Potency, µM (top dose mostly 115 µM), without a hit: top-dose activity, negative = inhibition, hits mostly inhibitors; 390,000 tested, 1% active
# Target sequence (Q9UNA4 whole entry, looked up): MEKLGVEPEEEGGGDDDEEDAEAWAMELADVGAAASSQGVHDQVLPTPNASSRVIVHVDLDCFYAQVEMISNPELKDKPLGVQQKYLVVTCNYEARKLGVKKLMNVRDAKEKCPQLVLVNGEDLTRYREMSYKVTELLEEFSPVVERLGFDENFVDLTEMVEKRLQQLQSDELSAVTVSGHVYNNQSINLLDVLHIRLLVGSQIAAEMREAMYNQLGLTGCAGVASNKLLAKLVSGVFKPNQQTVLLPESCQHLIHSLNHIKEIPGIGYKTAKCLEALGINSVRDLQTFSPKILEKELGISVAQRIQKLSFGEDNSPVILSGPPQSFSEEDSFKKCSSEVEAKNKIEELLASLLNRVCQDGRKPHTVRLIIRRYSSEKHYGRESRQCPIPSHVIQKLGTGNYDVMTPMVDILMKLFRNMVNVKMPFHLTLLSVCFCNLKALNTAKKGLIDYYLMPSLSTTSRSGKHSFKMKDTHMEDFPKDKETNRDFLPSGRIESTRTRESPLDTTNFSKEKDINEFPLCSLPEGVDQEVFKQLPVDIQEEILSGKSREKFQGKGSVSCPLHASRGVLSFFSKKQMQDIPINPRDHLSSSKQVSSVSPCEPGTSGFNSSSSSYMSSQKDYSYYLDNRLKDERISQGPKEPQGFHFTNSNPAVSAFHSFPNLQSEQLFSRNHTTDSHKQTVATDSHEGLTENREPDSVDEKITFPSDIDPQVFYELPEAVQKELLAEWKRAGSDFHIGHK
#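 Pol iota at 10 nM preincubated 15 min with compounds at room temperature; reaction started with fluorescent substrate, 50 nM final. Fluorescence read kinetically at 0 and 10 min; buffer-only wells as negative control.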
# HP1b chromo inh: inhibitors of HP1-beta chromodomain binding to methylated histone tails | P83916 | AlphaScreen HP1-beta / biotin-H3K9me3 peptide binding | Potency, µM (titrated, usually from 114 µM), for inactives: at the top dose activity change, negative = inhibition, most hits filed as inhibitors | 390,000 tested, 0.56% active | AID 540317; further: nearly all actives have a fitted effect of over 70% in size; inactives centre near 23
# Target sequence (P83916 whole entry, looked up): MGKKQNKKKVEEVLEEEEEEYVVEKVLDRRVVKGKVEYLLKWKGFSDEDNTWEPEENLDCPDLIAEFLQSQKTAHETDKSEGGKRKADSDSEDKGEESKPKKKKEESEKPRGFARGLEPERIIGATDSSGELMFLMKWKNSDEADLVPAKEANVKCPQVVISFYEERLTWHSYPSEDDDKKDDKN
#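 Compound inhibition of the preformed complex between 50 nM HP1-beta and 50 nM biotinylated H3K9me3 peptide was read by AlphaScreen. Buffer was PBS pH 7.4 with 0.01% Tween-20. Incubations ran 30 min at room temperature, with 10 ug/mL donor/acceptor beads.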
# Tb PGK inh: T. brucei PGK inhibition. P07378. PGK/GAPDH coupled, Kinase-Glo luminescence, 60 min. Potency, µM (highest dose often 57.5 µM), inactives show top-dose activity change, negative = inhibition, most hits filed as inhibitors. 380,000 tested, 0.043% active; further: on the % scale 0 is the no-effect control and ±100 the full control effect; nearly all actives have a fitted effect of over 60% in size
#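 Luminescent ATP detection (Kinase-Glo Plus) follows a 60-minute room-temperature incubation, with wells lacking PGK as controls. Buffer: 100 mM TEA (pH 7.6), 5 mM MgCl2, 0.01% Tween-20. Coupling enzyme GAPDH (100 nM final) supplies unstable 1,3-BPG in-well.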
# BLM inh: blocks DNA unwinding by human BLM helicase; P54132; recombinant BLM DNA unwinding, fluorescence dequenching; Potency, µM (titrated, usually from 56.1 µM), without a hit: at the highest dose activity change, negative = inhibition, hits mostly inhibitors; 350,000 tested, 0.2% active; AID 2528;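 further: plate controls were vehicle for no effect and no enzyme for full effect; nearly all actives have a fitted effect of over 35% in size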
# G9a block: blocks human histone lysine methyltransferase G9a; Q96KQ7; G9a H3K9 monomethylation, AlphaScreen, 2 h; Potency, µM (series often up to 102 µM), without a hit: at the highest dose activity, negative = inhibition, actives largely listed as inhibitors; 350,000 tested, 8.8% active; further: on the % scale 0 is the no-effect control and ±100 the full control effect; nearly all actives have a fitted effect of over 75% in size
#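 Methyltransferase reactions run at room temperature for 2 h (20 nM enzyme, 500 nM biotin-H3K9 peptide, 20 uM SAM) after a 15 min compound preincubation; product detected by AlphaScreen beads and anti-H3K9me1 antibody.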
# The depositor's hits bear a star; i = inactive; u = inconclusive; x = not tested or not shown; & = joins results of further samples; [ ] = dose if it differs, or a comment. Unless noted, the call rests on the fitted dose curve; in most records, active means well fitted curve in the direction sought with a large enough effect; inconclusive means small, poorly fitted or top-dose-only effect, or another doubt; inactive means no such curve, though single readings can be large; an effect the other way counts as inactive or inconclusive. Potency means the concentration at half of the fitted maximal effect. These rows are one share of the data; the hit share may differ from the screen's.
SMILES,Pin1 inh,GLS inhibitor,BAZ2B block,JMJD2A Tudor,POLI inh,HP1b chromo inh,Tb PGK inh,BLM inh,G9a block
O=C(NCc1cccnc1)NC1(C(F)(F)F)Oc2ccc(Cl)cc2O1 (configuration not stated),1%,6%,6%,-10%,-18%,41%[activator],i,-1%,32µM*
Cc1ccc(CN(C(=O)c2ccc(C(C)(C)C)cc2)c2ccccn2)o1,-1%,7%,-2%,-22%,-1%,27%,2%,-4%,3%[59 µM]
CCc1cc(=O)[nH]c(SCC(=O)N2CCOCC2)n1,0%,-9%,10%,7%,-21%,36%,-5%,x,-11%
Cc1ccnc(SCc2cn3c(C)cccc3n2)n1,-8%,3%,-9%,-20%,-1%,16%,-7%,2%,u
CN(CCOc1ccccc1)C(=O)CCc1nc2sc3c(c2c(=O)[nH]1)CCCC3,89%[activator],3%,-38%,-28%,25µM*,6%,-9%,-15%,15%
CSc1nc(C)c(Cl)c(C)c1C#N,2%,6%,15%,32%,u,38%,-2%,1%,22%[59 µM]
O=C(Cc1ccc(Br)cc1)NCCN1CCOCC1,-3%,-12%,-16%,-2%,11%,-4%,i,-2%,12%
CC(C)(C)OC(=O)N1CCC(c2c(C(=O)Nc3ccc4c(c3)OCO4)cnn2-c2ccc(F)cc2F)CC1,u,1%,u,u,24%,-11%,9%,-12%,-41%[59 µM]
C/C(=N/NS(=O)(=O)c1ccc(C(C)(C)C)cc1)c1ccc2c(c1)OCO2,0%,5%,u,-27%,36%,11%,-8%,-18%,x
CC(C)N=C1SCC(C)(/C=N/O)S1 (configuration not stated),1%,2%,-1%,13%,0%,21%,-1%,-4%,11%
COCCNC(=O)c1cccc2c1C(=O)c1ccc(N3CCOCC3)cc1S2(=O)=O,u,-4%,x,-9%,-1%,21%,-4%,x,x
Cc1ccc(-n2nc3c(=O)n(C(C)C(=O)NCc4ccco4)nc(C)c3c2C)cc1 (configuration not stated),-1%&-2%,7%&6%,-17%&-15%,-14%&2%,-8%&20%,20%&28%,3%&-5%,1%&0%,19%
Cc1nc2nc(-c3ccccc3)cn2nc1C,1%,-11%,5%,10%,34%,45%[activator],u,1%,10%[59 µM]
O=Cc1cn[nH]c1-c1cccc([N+](=O)[O-])c1,-2%,-1%,1%,-14%,-14%,18%,4%,1%,-34%
COc1ccc(Cl)cc1NC(=O)CN(C)C(=O)CCNC(=O)c1ccccc1OC,8%,-5%,-8%,-16%,35%,50%[activator],-2%,x,14%[12.7 µM]
Cc1ccccc1CC(=O)N1CCN(C(=O)C2CCCO2)CC1 (configuration not stated),-3%,-9%,-7%,-3%,45%[activator],26%,7%,-10%,53%[activator]
O=C(O)c1ccc(Sc2nnc(-c3cccc(Br)c3)o2)c([N+](=O)[O-])c1,u,12%,-38%,-2%,-3%,10%,-1%,-2%,50µM*
Cc1cc(Oc2ccc(OCC(N)=O)nn2)nc(Cl)n1,0%,0%,-20%,-10%,26%,24%,0%,-2%,-3%
CC(C)n1c(CCC(=O)O)ccc1-c1ccccc1,-1%,9%,-31%,-23%,-2%,45%[activator],3%,2%,u
O=C(NNc1nc2ccccc2s1)C1CC1,6%,67%[activator],2%,-23%,7%,24%,0%,1%,28%[12.7 µM]
CC(=O)c1cccc(OCC(=O)N(CCC2=CCCCC2)c2c(N)n(Cc3ccccc3)c(=O)[nH]c2=O)c1,6%,7%,x,-13%,21%,8%,i,x,x
CCc1c(C(=O)N2CCCN(C)CC2)csc1C,3%,2%,-5%,-9%,10%,27%,7%,-1%,-1%
COc1ccc(CCNC(=O)C2CCCN(S(=O)(=O)c3ccc(OC)cc3)C2)cc1 (configuration not stated),-4%,1%,4%,-16%,14%,7%,-6%,-5%,-7%
COc1ccc(/C(N)=N/OC(=O)Cc2cccs2)cc1,-1%,-14%,157%[activator],125%[activator],46%[activator],174%[activator],-6%,-5%,108%[activator][59 µM]
C[C@@H](CN1C2=NC[C@H](Cc3ccccc3)N2C[C@H]1Cc1ccc(O)cc1)NC(=O)CCC1CCCCC1,-7%,0%,-15%,-31%,-14%,40%[activator],-2%,-7%,-27%[59 µM]
Cc1ccc(-c2nc(S(=O)(=O)c3ccc(C)cc3)c(N3CCOCC3)o2)cc1,u,-4%,u,79µM*,28%,u,-6%,-1%,4.5µM*
CCCOc1ccc(C(F)(F)F)cc1NC(=O)c1cc(C)on1,-12%,3%,1%,1%,0%,38%,1%,x,7%[2.33 µM]
CCOc1cc(C(=O)OCc2cc(=O)n3nc(CC)sc3n2)cc(OCC)c1OCC,1%,-3%,-20%,-17%,10%,16%,1%,0%,6%[59 µM]
COC(=O)c1ccccc1NC(=O)CCC(=O)N1CCSc2ccccc21,-2%,0%,-11%,-5%,30%[activator],37%[activator],-7%,-1%,11%
CNC(=O)C1CC(=O)N(c2ccc(OCC(=O)Nc3ccc(F)cc3)cc2)C1 (configuration not stated),3%,-5%,x,-28%,u,-19%[57 µM],-2%,x,x
CCc1ccc2c(c1)C(=O)CCC2,-11%,0%,x,-12%,49%[activator],39%[activator],11%,x,x
O=C(Nc1ccccc1Cl)N1C2CCC1CC(O)(c1cccnc1)C2 (configuration not stated),-1%,-9%,-4%,6%,-9%,61%[activator],-5%,-7%,29%
CCOc1ccccc1NC(=O)Cn1c2ncccc2c(=O)n1-c1ccc(C)c(C)c1,1%,4%,5%,-11%,9%,15%,-3%,-3%,14%[59 µM]
CC(Oc1ccc2c3c(c(=O)oc2c1)CCC3)C(=O)N[C@@H](Cc1ccccc1)C(=O)O (some centres not stated),-9%,16%,0%,-10%,u,30%[activator],2%,2%,x
CC(=O)c1ccccc1NC(=O)c1ccc2c(c1)NC(=O)C(C)S2 (configuration not stated),8%,11%,4%,-17%,33%[activator],5%,4%,x,-2%[12.7 µM]
Nc1cc2c(cc1[N+](=O)[O-])-c1ccccc1C2=NO,20%,-5%,x,28µM*,-8%,u,-17%,x,x
CC1(C)CC(=O)c2sc(NS(C)(=O)=O)nc2C1,-9%,0%,-1%,-14%,14%,36%,i,0%,u
Cc1ccc(NC(=O)CCc2nnc3ccc(N4CCC5(CC4)OCCO5)nn23)cc1F,0%,5%,-2%[57.1 µM],-6%,-21%,48%[activator],-2%,2%,3%
O=C(Cc1cn(-c2ccccc2)nc1-c1ccccc1)N1CCCCC1,3%,-11%,-18%,-15%,-7%,-21%,2%,-5%,-1%
Cc1cccc(CCNC(=O)CC2C(=O)NCCN2CC2CCCCC2)n1 (configuration not stated),-20%,-8%,0%,3%,41%[activator],41%[activator],4%,-4%,u
Cc1nn(CC(=O)Nc2c(F)c(F)cc(F)c2F)c(=O)c2cccn12,0%,0%,0%,-13%,27%,27%,i,-3%,19%[59 µM]
Clc1ccc(OCc2nnc(SCc3nnc(-c4ccccc4)o3)o2)c(Cl)c1,-2%,10%,-8%,-2%,1%,43%[activator],5%,2%,1%[0.501 µM]
CCOC(=O)c1ccc(Nc2nc(N)c3cc(OC)c(OC)cc3n2)cc1,2%&1%,-4%&-1%,-5%&-3%,-9%&-4%,-24%&5%,50%&23%[activator],-1%,1%&3%,-26%[59 µM]
Cc1ccc(C(=O)N/C(=C/c2cccnc2)C(=O)NCc2ccco2)cc1,1%,-3%,7%,-9%,3%,37%,-7%,0%,-3%
Cc1ccc(S(=O)(=O)N(C)C)cc1NC(=O)COC(=O)CCC(=O)c1cccs1,4%,2%,0%,4%,105%[activator],15%,i,-2%,5%
Cc1c(C(=O)Nc2cccc(Cl)c2)oc2ccc(S(=O)(=O)N(C)C3CCCCC3)cc12,13%,4%,6%,-15%,27%,-5%,-1%,-6%,-4%[59 µM]
CNc1c([N+](=O)[O-])cnn1-c1ccccc1F,-1%,-2%,-3%,7%,17%,12%,-3%,-6%,14%[59 µM]
COc1ccc(OCC2c3cc(OC)c(OC)cc3CCN2C(=O)c2ccc(F)cc2)cc1 (configuration not stated),3%,8%,u,u,-14%,6%,-1%,-8%,u

# Three compounds from above, sorted by count of non-hydrogen atoms, falling:
SMILES,Pin1 inh,GLS inhibitor,BAZ2B block,JMJD2A Tudor,POLI inh,HP1b chromo inh,Tb PGK inh,BLM inh,G9a block
COc1ccc(OCC2c3cc(OC)c(OC)cc3CCN2C(=O)c2ccc(F)cc2)cc1 (configuration not stated),3%,8%,u,u,-14%,6%,-1%,-8%,u
Cc1ccc(S(=O)(=O)N(C)C)cc1NC(=O)COC(=O)CCC(=O)c1cccs1,4%,2%,0%,4%,105%[activator],15%,i,-2%,5%
Cc1ccc(C(=O)N/C(=C/c2cccnc2)C(=O)NCc2ccco2)cc1,1%,-3%,7%,-9%,3%,37%,-7%,0%,-3%

# The list continues:
SMILES,Pin1 inh,GLS inhibitor,BAZ2B block,JMJD2A Tudor,POLI inh,HP1b chromo inh,Tb PGK inh,BLM inh,G9a block
Cc1cccc(CS(=O)(=O)Cc2ccc(C(=O)NCc3cccs3)o2)c1,5%,-11%,9%,4%,33%[activator],27%,i,-6%,5%
OCC1OC(n2cnc3c(NCCc4ccccc4)ncnc32)C(O)C1O (configuration not stated),2%,1%,x,-14%,33%,56%[activator],i,x,x
O=C1CC(c2ccccc2)Cc2nc(N3CCc4ccccc43)ncc21 (configuration not stated),0%,15%,x,-10%,19%,24%,6%,x,x
CN1C(=O)/C(=C/c2ccc(C(=O)Nc3ccc(O)cc3C(=O)O)cc2)SC1=S,x,u,22µM*,45µM*,u,45µM*,-18%,-12%,14%[0.0925 µM]
COCCn1c(-c2ccc(F)cc2)nc2cccnc21,-6%,-5%,10%,-15%,-10%,20%,-2%,-2%,11%
S=C(NCC1CCCO1)Nc1cc(Cl)c(Cl)cc1Cl (configuration not stated),1%,1%,-13%,9%,2%,68%[activator],-8%,-5%,-29%
CCC(=O)Nc1cccc(NC(=O)c2cccc([N+](=O)[O-])c2)c1,-9%,-3%,-3%,-10%,12%,22%,-8%,0%,9%
CCCCOC(=O)C1C2C=C[C@]3(CN(C(C)c4ccc(OC)cc4)C(=O)[C@H]13)O2 (some centres not stated),-3%,-2%,-17%,1%,-13%,-3%,i,0%,-45%[59 µM]
